# Bioassay records from PubChem BioAssay.
# WRN inhibitor: inhibitors of human WRN helicase | Q14191 | WRN helicase unwinding, fluorescent forked duplex, kinetic | Potency, µM (highest dose often 114 µM), inactives show top-dose activity change, negative = inhibition, most hits filed as inhibitors | 360,000 compounds, 0.46% hits | AID 651768; note: potency is the fitted concentration of half-maximal effect; % is set by controls: 0 for no effect and ±100 for the full control effect; nearly all actives have a fitted effect of over 55% in size
#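 Primary qHTS, 1536-well format. 20 nM WRN + compound, 15 min RT; start with 100 nM forked fluorophore/quencher duplex, 2 mM ATP (final); kinetic read ex 525/em 598 nm.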
# EPAC1 antagonist: EPAC1 (human) antagonism. EPAC1 GEF assay, Rap1b-BODIPY-GDP exchange fluorescence. Potency, µM (top dose mostly 115 µM), for inactives: at the highest dose activity change, negative = inhibition, usual class: inhibitors. 360,000 compounds, 0.14% hits;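 note: potency is the fitted concentration of half-maximal effect; plate controls were vehicle for no effect and positive control for full effect; nearly all actives have a fitted effect of over 50% in size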
# CCT chaperon mod: cytosolic chaperonin activity modulation. 360,000 compounds, 0.3% hits. activity change, % (no concentration beside the values), hits read low. AID 651819. purified chaperonin ATPase assay, HTRF ADP detection, 30 min; in the data active = activity change below about -30%; note: % is set by controls: 0 for no effect and ±100 for the full control effect
#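 We incubate TRiC, 40 or 20 nM final, with library compounds at 76 uM and 10 uM ATP for 30 min at 37 °C. ADP formed is detected with Transcreener HTRF reagents after 30 min at room temperature.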
# Mm-Cpn inhibitor: inhibitors of Methanococcus maripaludis chaperonin (MmCpn); Potency, µM (titrated, usually from 76.9 µM), for inactives: at the highest dose activity, negative = inhibition, usual class: inhibitors; purified Mm-Cpn ATPase, ADP Transcreener TR-FRET; 330,000 compounds, 0.031% hits; note: potency is the fitted concentration of half-maximal effect; % is set by controls: 0 for no effect and ±100 for the full control effect; nearly all actives have a fitted effect of over 80% in size
#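 Measured: ADP formation by purified Mm-CPN. Conditions: 25 nM protein, 10 uM ATP, Tris pH 7.4 with Mg2+, K+ and DTT, 37°C for 30 min. Detection: Transcreener HTRF after 30 min at room temperature.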
# PI5P4Ka inh: PI5P4K alpha (human) kinase inhibition; P48426; PI5P4Kalpha enzyme, ADP-Glo luminescence, 60 min; hits give low values; max response, %; 330,000 compounds, 1.2% hits; AID 652105; active = max response of -50% or lower; inconclusive = between -30% and -50%; inactive = -30% or higher; note: value at the top dose of about 77 µM; % is set by controls: 0 for no effect and ±100 for the full control effect
# Target sequence (P48426 whole entry, looked up): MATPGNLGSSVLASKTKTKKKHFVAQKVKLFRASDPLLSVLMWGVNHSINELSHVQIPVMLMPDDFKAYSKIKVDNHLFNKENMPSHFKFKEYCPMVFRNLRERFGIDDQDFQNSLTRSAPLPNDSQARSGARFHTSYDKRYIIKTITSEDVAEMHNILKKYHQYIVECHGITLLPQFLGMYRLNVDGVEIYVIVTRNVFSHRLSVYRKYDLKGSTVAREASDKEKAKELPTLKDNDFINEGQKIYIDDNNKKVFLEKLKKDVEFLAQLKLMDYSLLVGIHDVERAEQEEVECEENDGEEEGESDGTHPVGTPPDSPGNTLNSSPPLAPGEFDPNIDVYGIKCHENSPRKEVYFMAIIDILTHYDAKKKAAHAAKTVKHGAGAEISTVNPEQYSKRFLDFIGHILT
#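 Human PI5P4Kalpha with substrate in 0.038 M HEPES pH 7.4, 0.28 mM EGTA, 0.1% CHAPS, 5% DMSO; reaction started with 5 microM ATP (final), 60 min at room temperature. ADP formed read by ADP-Glo luminescence.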
# EPAC2 antagonist: antagonists of human EPAC2; Q8WZA2; EPAC2 GEF exchange of Rap1B-BODIPY-GDP, fluorescence; Potency, µM (series often up to 114 µM), for the others: at the top dose activity, negative = inhibition, usual class: inhibitors; 360,000 compounds, 0.18% hits; AID 720708; note: potency is the fitted concentration of half-maximal effect; % is set by controls: 0 for no effect and ±100 for the full control effect; nearly all actives have a fitted effect of over 45% in size; many of its hits are not listed in these tables
# PLK1 PBD block: PLK1 (human) polo-box domain binding inhibition; P53350; Plk1 PBD binding of FITC phosphopeptide, fluorescence polarization; Potency, µM, for inactives: max response, negative = inhibition, most hits filed as inhibitors; 360,000 compounds, 2.8% hits; AID 720504; note: potency is the fitted concentration of half-maximal effect; series mostly up to about 57 µM; % is set by controls: 0 for no effect and ±100 for the full control effect; nearly all actives have a fitted effect of over 65% in size
# Target sequence (P53350 whole entry, looked up, the tested form may be a part): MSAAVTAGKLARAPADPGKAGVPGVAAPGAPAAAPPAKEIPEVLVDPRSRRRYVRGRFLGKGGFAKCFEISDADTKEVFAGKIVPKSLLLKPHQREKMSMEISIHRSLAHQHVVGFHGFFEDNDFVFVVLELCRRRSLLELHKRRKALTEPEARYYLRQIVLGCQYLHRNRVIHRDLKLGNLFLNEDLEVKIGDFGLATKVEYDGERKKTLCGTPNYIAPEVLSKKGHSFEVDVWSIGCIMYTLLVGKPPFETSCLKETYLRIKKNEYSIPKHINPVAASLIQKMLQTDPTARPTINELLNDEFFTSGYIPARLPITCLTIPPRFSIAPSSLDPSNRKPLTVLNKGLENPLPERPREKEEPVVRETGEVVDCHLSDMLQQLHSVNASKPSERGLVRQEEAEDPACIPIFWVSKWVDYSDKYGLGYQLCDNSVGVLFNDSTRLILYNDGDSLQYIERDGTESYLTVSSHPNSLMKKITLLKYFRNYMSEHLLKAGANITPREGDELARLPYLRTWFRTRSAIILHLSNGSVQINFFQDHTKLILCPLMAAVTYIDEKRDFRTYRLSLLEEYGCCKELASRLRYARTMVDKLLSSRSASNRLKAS
# EPAC1 ag: EPAC1 (human) agonism. EPAC1 agonist qHTS, biochemical assay; response scale: 100% = response to 6.5 mM cAMP. Potency, µM (titrated, usually from 154 µM), for inactives: at the top dose activation, usual class: activators. 360,000 compounds, 0.073% hits. AID 720707; note: potency is the fitted concentration of half-maximal effect; nearly all actives have a fitted effect of over 60% in size
#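 Read-out is the fluorescence drop as BODIPY-GDP leaves Rap1B (480 nm excitation, 540 nm emission), recorded every 5 minutes over 30 minutes. Reactions held 100 nM EPAC1, 250 nM Rap1B–BODIPY-GDP and 50 uM GDP, with 6.5 mM cAMP setting full activation.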
# Starred values were filed as active, the others as inactive; ? = inconclusive; · = not tested or not shown; [ ] = remark or other dose. Unless noted, calls come from the whole dose curve; as a rule, active = well fitted curve in the direction sought with a large enough effect; inconclusive = small, poorly fitted or top-dose-only effect, or another doubt; inactive = no such curve, though single readings can be large; an effect the other way counts as inactive or inconclusive.
SMILES,WRN inhibitor,EPAC1 antagonist,CCT chaperon mod,Mm-Cpn inhibitor,PI5P4Ka inh,EPAC2 antagonist,PLK1 PBD block,EPAC1 ag
CCCN1C(=O)/C(=C/c2ccc(C)s2)NC1=S,-2.9%,-0.5%,1.8,1.2%,-0.8,0.6%,-14.6%,4.7%
CCC(c1nnnn1Cc1ccc(F)cc1)N(CCCO)Cc1cc2cc3c(cc2[nH]c1=O)OCO3 (stereo not given),-3.4%,7.6%,1.0,0.6%,-6.0,4.3%,-7.2%,2.1%
COc1cc(OC)c(OC)cc1/C=N/NC(=O)c1ccc2nc[nH]c2c1,-10.9%,7.2%,-3.7,-1.2%,-1.9,-5.6%,-11.7%,8.0%
Cc1nc(Sc2cccn2C)c(C(F)(F)F)c(=O)[nH]1,9.9%,12.6%,-2.4,-1.5%,·,11.8%,-12.0%,8.1%
CCOC(=O)c1cnc2c(-c3ccccc3)cnn2c1N,2.5%,4.1%,-4.7,-0.8%,·,-1.0%,-4.2%,2.0%
COC(=O)c1cc(OC)c(OC)c(OC)c1[N+](=O)[O-],1.1%,3.4%,0.6,-4.0%,0.9,1.9%,-6.2%,6.7%
O=C1CC(N2CCSCC2)C(=O)N1c1cccc(Cl)c1 (stereo not given),8.6%,4.8%,-2.3,2.5%,1.5,0.3%,-24.5%,-2.2%
O=C1CC(N(CCc2ccccc2)C(=S)Nc2ccccc2)C(=O)N1c1ccc(F)cc1 (stereo not given),-4.9%,-20.0%,-1.0,0.1%,?,-10.9%,-16.2%,7.1%
Cc1ccc(C(=O)NCCc2nnc3ccc(SCC(=O)Nc4nnc(C)s4)nn23)cc1,11.0%,10.8%,-0.9,·,-6.1,7.4%,2.5%,-11.7%
Cn1c(Oc2cccnc2CN2CCCC2)nc2cc(-c3cccc(C(F)(F)F)c3)sc2c1=O,2.0%[57.1 µM],-16.2%,-1.4,·,0.1,1.9%,-10.2%,-24.7%
CCCCOc1ccc(N(CC(=O)NCc2ccccc2)C(=O)c2csnn2)cc1,0.0%,-29.7%,0.7,-2.7%,15.0,1.7%,-0.7%,-8.8%
COC(=O)c1cnc2c(C(F)(F)F)cccc2c1OC,-4.8%,-6.3%,-0.1,2.3%,-2.4,-11.1%,-1.2%,15.2%
Cc1nn(S(=O)(=O)c2ccc(Cl)cc2)c(C)c1Sc1ccc([N+](=O)[O-])cc1,-5.4%,6.4%,0.4,0.7%,-6.5,-7.4%,-11.8%,3.6%
COc1ccc(CC(=O)N(C)Cc2ccc(C(C)(C)C)cc2)cc1S(=O)(=O)N1CCOCC1,-12.1%,3.2%,2.2,0.5%,0.3,6.0%,3.7%,-1.2%
Cc1ccc(O)c(N=Cc2cccs2)c1,1.9%,-0.1%,-0.1,-2.1%,-2.5,13.6%,5.6%,-2.3%
Cc1cc(C)n2c3c(c(C#N)c2n1)CC(C)(C)OC3,0.0%,-9.2%,-0.9,-2.6%,0.6,6.4%,-14.9%,6.7%
Cc1ccc2nc(NC(=O)c3ccc4ncsc4c3)sc2c1,-1.6%,-2.8%,-3.6,?,-2.0,-13.0%,-3.1%,-4.4%
COc1ccc(S(=O)(=O)N2CCOCC2)cc1NC(=O)COc1ccc2c(C)cc(=O)oc2c1,12.4%,0.2%,-0.3,-0.2%,-4.4,-4.2%,1.0%,3.2%
CCOc1ccc(S(=O)(=O)NCc2ccco2)cc1,0.1%,1.3%,-2.3,·,1.8,7.5%,-6.0%,-4.2%
CCCCOc1ccc(S(=O)(=O)NC(=O)NCc2ccc(OCCC)cc2)cc1,-4.3%[57.1 µM],10.3%,0.0,1.0%,·,5.6%,-1.4%,-3.2%

# Pulled by structure from the list above (two):
SMILES,WRN inhibitor,EPAC1 antagonist,CCT chaperon mod,Mm-Cpn inhibitor,PI5P4Ka inh,EPAC2 antagonist,PLK1 PBD block,EPAC1 ag
Cc1nn(S(=O)(=O)c2ccc(Cl)cc2)c(C)c1Sc1ccc([N+](=O)[O-])cc1,-5.4%,6.4%,0.4,0.7%,-6.5,-7.4%,-11.8%,3.6%
CCCCOc1ccc(N(CC(=O)NCc2ccccc2)C(=O)c2csnn2)cc1,0.0%,-29.7%,0.7,-2.7%,15.0,1.7%,-0.7%,-8.8%

# Later entries:
SMILES,WRN inhibitor,EPAC1 antagonist,CCT chaperon mod,Mm-Cpn inhibitor,PI5P4Ka inh,EPAC2 antagonist,PLK1 PBD block,EPAC1 ag
NC(=O)CC(NC(=O)Cc1ccc(Br)cc1)c1ccc(NCCc2cccc(F)c2)c([N+](=O)[O-])c1 (stereo not given),6.0%,4.3%,0.4,-1.0%,-3.6,3.2%,5.3%,-23.5%
O=C(CSc1nnc(-c2ccco2)o1)NCCc1ccccc1,3.7%,8.1%,2.6,0.9%,-2.0,5.3%,5.2%,1.1%
Cc1cc2c(cc1S(=O)(=O)Nc1c(C)cccc1C)n(C)c(=O)c(=O)n2C,5.5%,-10.8%,0.2,-0.3%,0.9,5.7%,0.7%,7.7%
COc1ccc(CCN2C(=O)NC(NC(=O)C(C)(C)C)(C(F)(F)F)C2=O)cc1OC (stereo not given),-10.9%,7.9%,-11.3,0.2%,6.4,-1.0%,-0.5%,-9.6%
CC1CCCCC1NC(=S)NC(=O)c1ccccc1Br (stereo not given),-29.5%,9.5%,2.5,1.6%,19.5,1.4%,0.8%,-7.9%
CCN(CCCNS(=O)(=O)c1cc(-c2cc(C)no2)ccc1C)Cc1ccccc1,-4.4%,1.9%,-0.2,-0.4%,5.9,-5.1%,3.0%,-1.2%
CCc1ccccc1NC(=O)CNC(=O)c1cc(C2CC2)nc2c1cnn2C(C)C,-10.1%,-23.2%,1.7,0.4%,3.9,-19.2%,-4.0%,7.4%
COc1ccc(/C(N)=N/OC(=O)c2ccc(C)c([N+](=O)[O-])c2)cc1,4.1%,-3.7%,0.9,-2.5%,18.0,5.3%,1.7%,-3.6%
CN1CCCC2(CCCN(Cc3nc(Cc4cccc(C(F)(F)F)c4)no3)C2)C1 (stereo not given),-3.4%,-14.4%,0.1,-7.2%,0.9,-8.1%,-18.7%,-11.2%
CCC(=O)N1CCN(c2ccccc2NC(=O)Cc2ccc(Cl)cc2)CC1,4.0%,6.9%,-6.0,2.9%,·,5.1%,-6.3%,13.7%
CCOc1cc(CNc2ccc(S(N)(=O)=O)cc2)cc(Cl)c1OC,-16.9%,-28.5%,0.6,-0.8%,1.9,-5.3%,-4.2%,10.2%
CC(C)C(=O)NC(c1ccco1)c1ccc2cccnc2c1O (stereo not given),6.1%,-7.9%,-1.6,-0.1%,-4.3,5.6%,-5.3%,-1.0%
COc1ccc(C2C3=C(CC(C)(C)CC3=O)Nc3c2c(=O)[nH]c(=O)n3Cc2ccccc2)cc1OC (stereo not given),-0.3%,11.0%,-1.7,-1.7%,·,-5.3%,-25.5%,-2.1%
COc1ccc(N2CCN(C(=O)Cc3nn(C)c(=O)c4ccccc34)CC2)cc1,11.2%,2.9%,-0.4,-5.0%,-3.1,15.4%,-14.9%,2.8%
NC(=O)c1ccsc1NC(=O)COC(=O)CNC(=O)c1ccc(F)cc1,-12.0%,-23.0%,-6.9,-23.6%,-51.3*,3.8%,-10.6%,-0.2%
O=C(c1ccoc1)N1CCN(c2cc(-c3cccnc3)nc3cc(-c4cccc(Cl)c4)nn23)CC1,-6.3%,-14.9%,-0.3,·,-1.8,-11.3%,?,-4.5%
COc1ccccc1C1SCCN1C(=O)c1ccc([N+](=O)[O-])cc1 (stereo not given),0.1%,13.4%,0.9,-1.3%,1.6,-10.2%,0.7%,-8.2%
COc1ccc(CCNC(=O)[C@H](C)NC(=O)N2CCn3c2nc2ccccc23)cc1OC,6.0%,2.8%,0.6,-1.0%,3.0,1.9%,?,-8.2%
Cc1ccc(S(=O)(=O)NCCc2nc3ccccc3[nH]2)cc1,-1.2%,-13.1%,-0.2,1.5%,-0.5,0.1%,-1.2%,9.2%
O=C(N/N=C\c1ccc[nH]1)C1COc2ccccc2O1 (stereo not given),7.7%,4.7%,-0.4,0.7%,5.1,-2.9%,0.5%,19.3%
CS(=O)(=O)c1ccc(C(=O)OCC(=O)NC23CC4CC(CC(C4)C2)C3)cc1[N+](=O)[O-],-30.9%[57.1 µM],-27.9%,2.9,3.6%,0.0,5.9%,-29.3%,-23.4%
Cn1c(=O)c2cc(NC(=O)CCc3ccccc3)ccc2n1-c1ccccc1F,-5.9%,2.4%,0.7,·,-0.9,9.4%,-2.7%,0.2%
O=C(c1c(F)cccc1F)N1CCCC(c2nc(-c3cccs3)no2)C1 (stereo not given),-6.0%,-22.5%,-1.5,-0.5%,0.7,-2.3%,-10.6%,2.8%
COc1ccc2c(c1)CCCC21NC(=O)N(CC(=O)c2cc(F)ccc2F)C1=O (stereo not given),5.7%,-5.0%,-1.1,-3.2%,-2.2,5.5%,0.0%,2.1%
NC(Cc1ccc(C(F)(F)F)cc1)c1csc(Nc2ccc(C(=O)NCc3ccco3)cn2)n1 (stereo not given),-6.7%,-10.0%,1.0,·,-23.5,15.3%,-2.4%,-31.5%[inhibitor]
Cc1ccc(C(=O)N/C(=C/c2ccco2)C(=O)N2CCOCC2)cc1,6.4%,14.4%,-3.1,0.1%,-6.4,1.7%,5.2%,-5.8%
COc1cc(CNC(=O)c2ccc(Cn3nc(C)c(Cl)c3C)o2)cc(OC)c1,-3.6%,5.2%,-1.2,-1.0%,·,-1.7%,1.1%,3.2%
Cc1ccc(-n2c(SCC(=O)NCc3ccco3)nc3c([nH]c4ccccc43)c2=O)cc1,-1.0%,-11.8%,-1.9,-4.7%,-3.9,6.9%,-6.9%,0.1%
C[C@H]1CN([C@@H](C)CO)C(=O)c2cc(NS(=O)(=O)c3ccc(Cl)cc3)ccc2O[C@@H]1CN(C)CC1CCCCC1,-1.8%,-1.2%,-1.1,-0.9%,8.1,-11.3%,-6.8%,-15.3%
Nc1nnc(CCc2ccccc2)s1,3.8%,0.4%,-3.3,0.6%,·,-1.0%,-6.8%,5.2%
COc1cc(/C=C/C(=O)OCC(=O)NC(C)c2ccccc2)cc(OC)c1OC (stereo not given),2.2%,-7.2%,-3.8,-2.2%,1.4,3.9%,-0.1%,4.4%
COc1ccc(N(C(=O)c2ccccc2)S(=O)(=O)c2cccs2)cc1,?,-19.0%,-1.9,-3.3%,-60.1*,?,18.9µM*,22.6%
COc1ccc(C2(C)NC(=O)N(CC(=O)Nc3ccc(C)cc3Br)C2=O)cc1OC (stereo not given),-2.1%,-0.7%,0.0,3.0%,-0.4,-5.3%,-2.4%,7.6%

# These rows are one share of the data; the hit share may differ from the screen's.
